Assay outcomes deposited in PubChem BioAssay by National Center for Advancing Translational Sciences (NCATS).
GoLoco inh red – blocks human Gai1 binding to RGS12 GoLoco peptide, red readout. Gai1:RGS12 GoLoco peptide FP, rhodamine, 10 min. 230,000 compounds, 0.44% hits. P63096. Potency, µM (titrated, usually from 61.6 µM), without a hit: at the top dose activity, negative = inhibition, actives largely listed as inhibitors; active means well fitted inhibition curve with a large enough effect, not every such curve was filed as active; inactive means no such curve, though single readings can be large or run the other way; further: on the % scale 0 is the no-effect control and ±100 the full control effect; nearly all actives have a fitted effect of over 30% in size; many of its hits are not listed in these tables
ALDH1A1 block – blocks purified human ALDH1A1 activity; P00352; Purified ALDH1A1, NADH fluorescence, propionaldehyde substrate; Potency, µM (titrated, usually from 75.3 µM), for the others: top-dose activity, negative = inhibition, hits mostly inhibitors; 220,000 compounds, 7.3% hits; AID 1030; active means well fitted inhibition curve with a large enough effect, not every such curve was filed as active; inconclusive means small, poorly fitted or top-dose-only effect, or another doubt; inactive means no such curve, though single readings can be large or run the other way;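 further: plate controls were no enzyme wells and a reference inhibitor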
Target sequence (P00352 whole entry, looked up): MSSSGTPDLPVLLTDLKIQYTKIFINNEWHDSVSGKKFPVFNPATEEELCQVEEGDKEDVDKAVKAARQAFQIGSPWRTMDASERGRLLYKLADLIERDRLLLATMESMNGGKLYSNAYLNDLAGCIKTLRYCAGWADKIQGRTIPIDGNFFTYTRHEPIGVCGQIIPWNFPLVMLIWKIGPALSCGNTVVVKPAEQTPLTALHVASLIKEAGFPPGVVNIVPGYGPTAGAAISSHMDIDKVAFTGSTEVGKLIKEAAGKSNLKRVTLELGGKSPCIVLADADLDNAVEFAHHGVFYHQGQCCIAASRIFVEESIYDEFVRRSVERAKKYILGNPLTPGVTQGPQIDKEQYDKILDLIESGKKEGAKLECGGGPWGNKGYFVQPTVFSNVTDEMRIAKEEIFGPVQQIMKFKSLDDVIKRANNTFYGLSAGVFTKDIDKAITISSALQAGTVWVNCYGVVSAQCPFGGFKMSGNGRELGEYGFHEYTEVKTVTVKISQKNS
KDM4E inh – inhibitors of human JMJD2E histone demethylase; B2RXH2; JMJD2E catalytic domain, FDH-coupled NADH fluorescence (FDH is formaldehyde dehydrogenase); Potency, µM (top dose mostly 57.1 µM), for inactives: top-dose activity change, negative = inhibition, usual class: inhibitors; 230,000 compounds, 1.6% hits; AID 2147; active means well fitted inhibition curve with a large enough effect, not every such curve was filed as active; inconclusive means small, poorly fitted or top-dose-only effect, or another doubt; inactive means no such curve, though single readings can be large or run the other way;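 further: 0% = wells with enzyme and -100% = buffer wells without enzyme; nearly all actives have a fitted effect of over 50% in size; many of its hits are not listed in these tables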
LMNA splice mod – LMNA splicing modulation | HeLa LMNA splicing GFP/RFP minigene ratio, 48 h | 200,000 compounds, 0.01% hits | Potency, µM (doses to about 46.1 µM), without a hit: at the top dose ratio change, negative = inhibition, hits mostly inhibitors; active means well fitted inhibition curve with a large enough effect in the signal ratio, with a control signal flat, not every such curve was filed as active; inconclusive means small, poorly fitted or top-dose-only effect, or effect the other way, or a change in a side signal; the % refers to the signal ratio; further: on the % scale 0 is the no-effect control and ±100 the full control effect
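S3 HeLa cells stably expressing lamin A-EGFP splicing minigene plus DsRed2, 600 cells/well, 48 h compound exposure at 37C. Laser-scanning cytometry; analysed as GFP (500-530 nm)/RFP (575-640 nm) total intensity ratio; 0.5% DMSO vehicle.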
RECQ1 helicase – inhibitors of human RECQ1 DNA helicase. RECQ1 DNA unwinding, red fluorescence kinetic read. Potency, µM (doses to about 57.3 µM), for the others: at the top dose activity, negative = inhibition, most hits filed as inhibitors. 240,000 compounds, 0.54% hits. P46063;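 further: plate controls were vehicle for no effect and no enzyme for full effect; nearly all actives have a fitted effect of over 30% in size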
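RECQ1T1 50 nM; forked duplex (20 bp + 30-nt ss tails) 200 nM, ATP 2 mM final; pH 8.0, 2 mM MgCl2, 2.5 ug/ml poly(dI-dC); 15 min compound preincubation; discontinuous kinetic read over 2 h at RT.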
TexasRed fluor – alters Texas Red total fluorescence, flagging assay interference; TRb/SRC2 Texas Red total fluorescence interference; Potency, µM (titrated, usually from 106 µM), inactives show at the highest dose fluorescence change, negative = quenching; 280,000 compounds, 0.29% hits; AID 1479; active means well fitted curve in either direction with a large enough effect; inconclusive means small, poorly fitted or top-dose-only effect; further: on the % scale 0 is the no-effect control and ±100 the full control effect
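Flags fluorescent or light-absorbing compounds by total fluorescence, S + 2P, at 555 nm excitation and 632 nm emission. Mixture: 20 nM Texas Red SRC2 peptide, 0.6 uM human TRb LBD, 1 uM T3, 5% DMSO; compound exposure 5 h at ambient temperature.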
TRb-SRC2 inh – inhibitors of human thyroid hormone receptor beta-SRC2 interaction | P10828 | TRbeta-SRC2 peptide binding, fluorescence polarization; receptor liganded with 1 µM T3 | Potency, µM (titrated, usually from 106 µM), for the others: at the highest dose activity change, negative = inhibition, actives largely listed as inhibitors | 280,000 compounds, 0.065% hits | AID 1469;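 further: plate controls were bound peptide for no effect and peptide without receptor for full effect; nearly all actives have a fitted effect of over 50% in size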
Target sequence (P10828 whole entry, looked up): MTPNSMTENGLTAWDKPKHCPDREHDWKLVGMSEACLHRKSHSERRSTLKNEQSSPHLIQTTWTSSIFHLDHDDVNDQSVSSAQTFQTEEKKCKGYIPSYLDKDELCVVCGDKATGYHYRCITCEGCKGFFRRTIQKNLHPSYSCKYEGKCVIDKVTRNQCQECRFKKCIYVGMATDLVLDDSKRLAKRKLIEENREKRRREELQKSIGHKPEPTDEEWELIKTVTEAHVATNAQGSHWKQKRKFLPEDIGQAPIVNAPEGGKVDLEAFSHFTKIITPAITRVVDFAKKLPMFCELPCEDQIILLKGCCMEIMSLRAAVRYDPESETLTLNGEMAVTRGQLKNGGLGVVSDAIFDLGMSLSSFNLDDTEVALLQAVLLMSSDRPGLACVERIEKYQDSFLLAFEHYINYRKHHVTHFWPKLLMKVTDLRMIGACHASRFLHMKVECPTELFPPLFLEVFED
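Each compound concentration gave % activity, normalized to unbound and bound Texas Red SRC2 controls, from polarization read after 5 hr ambient incubation with T3-loaded human TRb LBD.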
SMN2 splice up – enhancers of SMN2 splice variant expression | 210,000 compounds, 2.8% hits | HEK293 SMN2-luciferase splicing reporter, luminescence, 30-36 h | AID 1458 | Potency, µM (top dose mostly 46.1 µM), inactives show at the top dose activity change, positive = activation, actives largely listed as activators; further: % of control where 0% means no effect; nearly all actives have a fitted effect of over 55% in size
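qHTS luciferase splicing reporter: luminescence rises when SMN2 exon 7 is included in transfected HEK293 cells. Compound exposure lasted 30-36 h at 37C, with 4.5 mM final sodium butyrate as control, followed by a ONE-Glo read.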
Numbers without * were called inactive; i = inactive; u = inconclusive; x = no result given; & = joins results of further samples; [ ] = another dose, or the depositor's remark. Unless noted, the call rests on the fitted dose curve; in most records, active means well fitted curve in the direction sought with a large enough effect; inconclusive means small, poorly fitted or top-dose-only effect, or another doubt; inactive means no such curve, though single readings can be large; an effect the other way counts as inactive or inconclusive. Potency means the concentration at half of the fitted maximal effect.

Fields: GoLoco inh red	ALDH1A1 block	KDM4E inh	LMNA splice mod	RECQ1 helicase	TexasRed fluor	TRb-SRC2 inh	SMN2 splice up
CCCOC(=O)c1cccc(Nc2nc(-c3cccnc3)nc3ccccc23)c1
→ 3.3%	u	u	u	-0.2%	-5.1%	5.0%	-79.0%[inhibitor]
CN1CCC(=NNC(=O)c2ccco2)CC1
→ -2.0%	-7.6%	15.6%	7.9%	i	-3.4%	-1.0%	-9.8%
O=c1c2ccccc2[nH]c(=S)n1-c1cccc(S(=O)(=O)N2CCCC2)c1
→ x	-3.3%	6.4%	-1.8%	-10.0%	-1.4%	-9.4%	x
Cc1ccc2sc(=O)[nH]c2c1
→ -3.5%	3.3%	7.6%	-1.4%[46 µM]	-3.4%	-3.0%	-3.8%	x
O=C(CCC1CCCC1)Nc1ccc(C(=O)NCc2cccnc2)cc1
→ 10.9%	1.2%	-5.1%	u	-6.3%	-1.5%	0.6%	x
O=C(Nc1ccc2c(c1)CCC2)c1ccc(Cl)nc1
→ 5.8%	-5.7%	-7.1%	-3.5%[46 µM]	-0.4%	-0.3%	3.7%	u
Cn1c(=O)c2c(-c3ccccc3)n(Cc3cccnc3)cc2n(C)c1=O
→ -0.5%	u	-16.7%	0.8%	10.8%	1.9%	-3.9%	-5.7%
Cn1c(Cc2cccs2)n[nH]c1=S
→ 7.7%	-1.0%	9.0%	3.2%	-0.4%	-0.3%	7.0%	14.3%
CCN(CC)CCN(Cc1cc2cccc(C)c2[nH]c1=O)C(=S)Nc1ccccc1
→ 20.1%	u	-15.4%	x	6.0%	-4.9%	3.3%	x
O=C(O)c1ccc2c3c1cccc3c(=O)n1c3ccccc3nc21
→ 1.6%	-4.0%	-19.0%	x	9.1%&-11.2%	-13.7%&-4.5%	3.2%&-6.0%	x
O=C(O)c1ccc(N2C(=O)Nc3ccccc3N2O)cc1
→ -6.1%	-5.9%	-2.6%	x	2.3%	-1.5%	8.3%	x
COC(C)=O
→ -0.7%	u	x	x	-5.5%	-0.9%	5.6%	-4.2%
CCCN1CNC(=S)N(c2ccccc2OCC)C1
→ 3.0%	6.9%	-7.1%	3.5%	-1.2%	-8.6%	6.3%	-1.3%
Cc1cc(C)nc(SCCS(=O)Cc2ccc(Cl)cc2)n1 (stereo not given)
→ 9.5%	u	-1.2%	-11.8%	1.1%	-4.2%	-11.0%	-16.3%
O=C(NCCC1=CCCCC1)NC12CC3CC(CC(C3)C1)C2
→ 2.3%	u	-13.9%	u	-3.0%	-1.0%	-0.9%	-12.3%
Cc1ccc(C(=O)Cn2cnc3ccccc3c2=O)cc1C
→ -20.0%	u	-2.5%	-6.4%	-4.3%	0.2%	2.4%	u
NNC(=O)c1ccc(-c2ccccc2F)cc1
→ 4.3%	1.12µM*	3.7%	x	-23.3%	-2.2%	0.0%	x
Cc1ccc(NC(=O)c2noc3c2CCCCC3)cc1
→ 5.8%	u	u	-4.4%	-11.7%	-2.3%	2.1%	11.2µM*
CCNc1ncc2nc(CCc3ccccc3)c(=O)n(Cc3cccc(OC)c3)c2n1
→ -6.4%	u	x	u	-4.8%	x	x	x
O=C(NC1CCCCC1)C(c1ccncc1)N(C(=O)Cc1cccs1)c1ccccc1 (stereo not given)
→ 13.8%	1.6%	6.2%	u	15.4%	-1.0%	-0.6%	-12.8%
CC1CCN(CCc2nc3cc(NC(=O)NC4CCCCC4)ccc3n2C)CC1
→ 3.9%	9.4%	u	-7.8%	-7.3%	-2.6%	-0.8%	-0.6%
O=C(CP(=O)(O)CC(=O)c1ccccc1)c1ccccc1
→ 1.8%	8.2%	21.2%	-7.0%[46 µM]	-2.0%	0.7%	0.6%	26.6%
OCCN1CCN(CC(O)COCCOc2ccc(Br)cc2)CC1 (stereo not given)
→ -7.7%	3.3%	0.0%	-2.2%	-3.7%	-5.2%	-1.3%	-19.3%
C/C(=N\NC(N)=O)c1c(F)cccc1F
→ -4.8%	5.5%	-5.5%	x	-12.7%	-1.5%	-3.4%	x
Cc1cc(NC(=O)COC(=O)CNS(=O)(=O)c2ccc(C)c(C)c2)no1
→ 7.4%	-6.9%	5.2%	x	-3.7%	-2.3%	-6.6%	7.2%
O=C(O)c1ccc(B(O)O)cc1
→ -2.6%	-6.8%	5.3%	x	i	-2.3%	-1.0%	4.4%
OCC#CCSc1nnc(-c2ccncc2)o1
→ 7.1%	-15.6%	-12.3%	6.7%	-16.5%	-1.8%	-13.6%	6.6%
O=C(c1ccc(-n2cnnn2)cc1)N1CCOCC1
→ -6.8%	-10.4%	4.9%	2.6%	-13.7%	2.9%	-16.2%	11.6%
CCOc1cc2[nH]c(=S)n(C3CCN(Cc4ccccc4)CC3)c(=O)c2cc1OCC
→ -3.3%	8.3%	2.5%	x	-1.3%	-1.5%	-4.7%	-29.1%
O=C1CCCN1CN(C(=O)c1ccccc1)c1ccccc1
→ 11.2%	u	-24.9%	x	i	-3.9%	-9.6%	8.4%

The final 3 records of the section before lead into the next:
structure	GoLoco inh red	ALDH1A1 block	KDM4E inh	LMNA splice mod	RECQ1 helicase	TexasRed fluor	TRb-SRC2 inh	SMN2 splice up
O=C(c1ccc(-n2cnnn2)cc1)N1CCOCC1	-6.8%	-10.4%	4.9%	2.6%	-13.7%	2.9%	-16.2%	11.6%
CCOc1cc2[nH]c(=S)n(C3CCN(Cc4ccccc4)CC3)c(=O)c2cc1OCC	-3.3%	8.3%	2.5%	x	-1.3%	-1.5%	-4.7%	-29.1%
O=C1CCCN1CN(C(=O)c1ccccc1)c1ccccc1	11.2%	u	-24.9%	x	i	-3.9%	-9.6%	8.4%
CCCCCCSC1=C(C#N)C(c2ccc(O)cc2)CC(=O)N1 (stereo not given)	0.6%	7.9%	-1.1%	u	-3.9%	-2.2%	2.0%	x
CCCN1CCN(CCCNC(=O)CCNC(=O)Cn2ccc3ccccc3c2=O)CC1	9.6%	1.0%	u	1.7%	i	0.7%	-13.1%	-14.0%
N#CC(Sc1ccccn1)c1ccc(Cl)cc1 (stereo not given)	7.9%	u	-12.8%	x	9.4%	-1.9%	0.6%	x
O=C(CSc1nnc(-c2ccc(O)cc2)n1-c1ccccc1)CC(=O)Nc1ccccc1	6.0%	-14.1%	-8.4%	-3.9%	-7.6%	u	-17.9%	-6.9%
O=C(C1CCCN(S(=O)(=O)Cc2ccccc2)C1)N1CCc2ccccc21 (stereo not given)	8.4%	4.2%	-0.5%	u	-3.7%	0.6%	-6.6%	-12.1%
CCOC(=O)C1CCN(Cc2cn(C)nc2-c2ccc(Oc3ccccc3)cc2)CC1	3.2%	-6.0%	-11.0%	x	3.1%	-6.3%	-1.2%	x
Cc1ccc(S(=O)(=O)NCC(=O)NCc2ccncc2)cc1	5.0%	7.1%	-1.7%	2.6%	-0.5%	0.7%	11.9%	4.5%
CCOc1ccc(C(C)=O)cc1CSc1nnnn1-c1ccc(O)cc1	-0.8%	u	-3.8%	-27.1%[46 µM]	i	0.0%	-3.3%	-19.6%
O=c1[nH]c(=O)n([C@@H]2O[C@H](CO)[C@@H](O)[C@H]2O)cc1Br	3.7%	-1.6%	0.6%	x	i	-1.5%	-2.4%	x
O=C(/C=C\c1ccc(O)c(O)c1)O[C@@H]1C[C@](O)(C(=O)O)C[C@@H](O)[C@@H]1O	-11.0%[21.6 µM]	-1.2%[20.9 µM]	4.47µM*	-10.8%	-3.9%[25.9 µM]	-2.1%[53 µM]	-2.6%[53 µM]	1.2%[20.6 µM]
Cc1ccc(NC(=O)C2CCCN(c3ncccn3)C2)cc1F (stereo not given)	2.0%	-6.0%	u	3.6%	-4.0%	-2.7%	-0.7%	17.8µM*
CCN(CC(=O)Nc1cccc(C(C)=O)c1)S(=O)(=O)c1ccc(OC)cc1	2.3%	9.6%	7.2%	-4.4%	-0.3%	-4.9%	-0.5%	u
O=C(N[C@@H](Cc1c[nH]c2ccccc12)C(=O)O)c1ccccc1Cl	8.0%	5.9%	0.9%	x	i	-5.7%	-7.9%	x
NC(=O)c1ccccc1NC(=O)/C=C/c1cccc(Cl)c1	2.0%	4.4%	-1.2%	-2.4%	i	-2.7%	8.4%	11.2µM*
O=C1CSC(c2ccccc2)N1Nc1nc(N2CCOCC2)nc(N2CCOCC2)n1 (stereo not given)	-13.6%	-3.9%	-21.8%	x	3.9%	-4.8%	-2.6%	x
O=C1NC(CCc2ccccc2)C(=O)N1CCOc1ccccc1 (stereo not given)	5.8%	-14.1%	3.5%	x	-4.4%	-0.6%	1.2%	5.0%
CC1(c2ccccc2Cl)NC(=O)N(CC(=O)NCCC2=CCCCC2)C1=O (stereo not given)	0.2%	u	-5.1%	u	-14.1%	0.4%	-3.4%	8.1%
COc1ccccc1C(=O)N1CCC(N2CCN(c3ccccc3)CC2)CC1	2.4%	x	u	x	-11.7%	-2.2%	4.0%	x
COc1ccc(OC(C)=O)c(C2c3cc(OC)c(OC)cc3CCN2C(C)=O)c1 (stereo not given)	6.0%	12.1%	4.0%	2.4%	-1.9%	-1.9%	4.1%	1.4%

An excerpt; the hit share may differ from the screen's.
